# High-throughput results: PubChem BioAssay, National Center for Advancing Translational Sciences (NCATS)
# PI5P4Ka inh: inhibitors of human PI5P4K alpha; P48426; PI5P4Kalpha enzyme, ADP-Glo luminescence, 60 min; hits give low values; max response, %; hit rate 1.2% among 330,000; AID 652105; active means max response of -50% or lower; inconclusive means between -30% and -50%; inactive means -30% or higher; further: value at the top dose of about 77 µM; on the % scale 0 is the no-effect control and ±100 the full control effect
#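 Enzyme plus substrate dispensed, test compounds pinned in, then ATP (5 microM final) added. After 60 min at RT, ADP-Glo reagent 1 for 45 min and reagent 2 for 30 min preceded luminescence imaging.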
# WRN inhibitor: blocks human WRN helicase; Q14191; WRN helicase unwinding, fluorescent forked duplex, kinetic; Potency, µM (series often up to 114 µM), for the others: at the top dose activity change, negative = inhibition, actives largely listed as inhibitors; hit rate 0.46% among 360,000; AID 651768; further: potency means the concentration at half of the fitted maximal effect; on the % scale 0 is the no-effect control and ±100 the full control effect; nearly all actives have a fitted effect of over 55% in size
# Target sequence (Q14191 whole entry, looked up): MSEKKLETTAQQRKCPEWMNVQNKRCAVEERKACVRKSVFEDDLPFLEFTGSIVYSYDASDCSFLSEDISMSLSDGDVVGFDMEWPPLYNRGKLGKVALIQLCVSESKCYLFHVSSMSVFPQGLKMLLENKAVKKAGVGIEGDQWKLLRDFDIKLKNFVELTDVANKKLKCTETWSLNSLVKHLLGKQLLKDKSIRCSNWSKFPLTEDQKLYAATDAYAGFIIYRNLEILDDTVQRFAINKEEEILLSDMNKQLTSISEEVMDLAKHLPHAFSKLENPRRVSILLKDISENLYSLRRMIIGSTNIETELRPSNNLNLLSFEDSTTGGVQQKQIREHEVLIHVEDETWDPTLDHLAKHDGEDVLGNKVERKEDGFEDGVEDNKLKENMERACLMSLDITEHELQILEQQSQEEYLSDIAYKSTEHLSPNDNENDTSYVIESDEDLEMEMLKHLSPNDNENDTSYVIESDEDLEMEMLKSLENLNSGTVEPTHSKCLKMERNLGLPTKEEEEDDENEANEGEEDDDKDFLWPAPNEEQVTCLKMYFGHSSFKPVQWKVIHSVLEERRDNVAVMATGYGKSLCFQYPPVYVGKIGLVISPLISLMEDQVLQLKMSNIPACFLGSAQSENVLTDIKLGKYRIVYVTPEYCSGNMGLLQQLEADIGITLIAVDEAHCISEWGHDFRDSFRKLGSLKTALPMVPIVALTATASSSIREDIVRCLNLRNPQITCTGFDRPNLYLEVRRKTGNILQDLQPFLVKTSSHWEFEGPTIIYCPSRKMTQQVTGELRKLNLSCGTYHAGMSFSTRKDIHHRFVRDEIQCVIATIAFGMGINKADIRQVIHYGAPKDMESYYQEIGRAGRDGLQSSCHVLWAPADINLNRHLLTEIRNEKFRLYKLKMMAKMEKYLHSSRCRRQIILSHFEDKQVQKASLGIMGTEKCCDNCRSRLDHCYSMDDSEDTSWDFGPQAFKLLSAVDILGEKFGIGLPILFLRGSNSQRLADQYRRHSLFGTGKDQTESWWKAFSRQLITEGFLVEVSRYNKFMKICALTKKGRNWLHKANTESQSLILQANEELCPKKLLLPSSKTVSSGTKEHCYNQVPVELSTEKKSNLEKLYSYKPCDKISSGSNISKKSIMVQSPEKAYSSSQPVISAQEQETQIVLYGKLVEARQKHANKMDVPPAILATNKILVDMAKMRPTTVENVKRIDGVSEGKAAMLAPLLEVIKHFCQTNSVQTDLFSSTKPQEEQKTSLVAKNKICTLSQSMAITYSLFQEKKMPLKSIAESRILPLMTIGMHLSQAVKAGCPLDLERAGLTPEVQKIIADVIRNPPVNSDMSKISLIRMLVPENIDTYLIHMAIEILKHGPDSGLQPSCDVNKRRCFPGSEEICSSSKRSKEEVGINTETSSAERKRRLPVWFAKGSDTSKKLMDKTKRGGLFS
#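 WRN at 20 nM final was preincubated with compound for 15 min at room temperature; reaction started with 100 nM forked duplex oligonucleotide carrying fluorophore and quencher plus 2 mM ATP (final). Unwinding followed kinetically by red fluorescence (ex 525/em 598 nm).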
# PLK1 PBD block: blocks phosphopeptide binding to human PLK1 polo-box domain; hit rate 2.8% among 360,000; AID 720504; Potency, µM, inactives show max response, negative = inhibition, most hits filed as inhibitors; P53350; Plk1 PBD binding of FITC phosphopeptide, fluorescence polarization; further: potency means the concentration at half of the fitted maximal effect; series mostly up to about 57 µM; on the % scale 0 is the no-effect control and ±100 the full control effect; nearly all actives have a fitted effect of over 65% in size
# FUS suppressor: FUS proteinopathy suppression in yeast | S. cerevisiae FUS-expressing, growth rescue, OD600, 24 h | Potency, µM (titrated, usually from 76.6 µM), for inactives: top-dose growth rescue (activation), usual class: activators | hit rate 0.24% among 390,000 | AID 1347120;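 further: potency means the concentration at half of the fitted maximal effect; plate controls were DMSO vehicle for no effect and reference control for full effect; nearly all actives have a fitted effect of over 55% in size; some results filed as inactive show a strong effect at the top dose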
#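 Galactose (2%) drives FUS expression in yeast precultured in raffinose; seeding density OD 0.005. Test compounds incubated 24hr at 30C and 99% humidity before absorbance at 600 nm was measured.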
# EPAC1 agonist: activates human EPAC1 exchange factor; EPAC1 agonist qHTS, biochemical assay; response scale: 100% = response to 6.5 mM cAMP; hit rate 0.073% among 360,000; O95398; Potency, µM (highest dose often 154 µM), for the others: at the highest dose activation, hits mostly activators; further: potency means the concentration at half of the fitted maximal effect; nearly all actives have a fitted effect of over 60% in size
#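 Fluorescent GDP-exchange assay: 100 nM EPAC1 with 250 nM Rap1B preloaded with BODIPY-GDP and 50 uM GDP; compounds tested as concentration series, 5 min at room temperature, then read every 5 min for 30 min (ex 480/em 540 nm); normalized to 6.5 mM cAMP.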
# IL2 activator: activates IL-2 in a cell-based reporter assay | IL-2 activation reporter assay, cell-based qHTS; stimulated with anti-CD3/CD4/CD28 beads; in transgenic mouse T cells | activation, % (series mostly up to about 46 µM) | hit rate 0.065% among 360,000 | AID 652025; in the data active means activation above about 50%; inconclusive means mostly about 30% to 49%; further: 0% is about no effect
#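 Quantitative HTS in unstimulated transgenic mouse T cells, with memory T cells as non-tolerant control and PMA/ionomycin as tolerance-bypass control. Compound pretreatment lasted 60 minutes before 18 h bead stimulation; EGFP/DsRed fluorescence read.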
# EPAC1 antagonist: blocks human EPAC1 exchange factor. AID 720709. EPAC1 GEF assay, Rap1b-BODIPY-GDP exchange fluorescence. hit rate 0.14% among 360,000. O95398. Potency, µM (doses to about 115 µM), without a hit: at the top dose activity change, negative = inhibition, actives largely listed as inhibitors;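 further: potency means the concentration at half of the fitted maximal effect; plate controls were vehicle for no effect and positive control for full effect; nearly all actives have a fitted effect of over 50% in size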
# Abeta yeast res: restores growth of yeast expressing A-beta42 peptide; hit rate 0.063% among 410,000; yeast expressing A-beta42, growth rescue, OD600, 48 h; response scale: 0% DMSO, 100% iron-clioquinol control; AID 1347071; Potency, µM (titrated, usually from 46.1 µM), for the others: top-dose growth rescue, usual class: activators; further: potency means the concentration at half of the fitted maximal effect; nearly all actives have a fitted effect of over 55% in size
#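 Yeast A-beta toxicity model in growth medium with pinned compounds, 48 h at 30 C; growth read as absorbance at 600 nm. Normalized to FeCl3/clioquinol equimolar mix (positive) and DMSO (negative).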
# Numbers without * were called inactive; ? = inconclusive; / = not tested or not shown; [ ] = dose if it differs, or a comment. Unless noted, the call rests on the fitted dose curve; in most records, active means well fitted curve in the direction sought with a large enough effect; inconclusive means small, poorly fitted or top-dose-only effect, or another doubt; inactive means no such curve, though single readings can be large; an effect the other way counts as inactive or inconclusive.
# Key to letters – A = PI5P4Ka inh; B = WRN inhibitor; C = PLK1 PBD block; D = FUS suppressor; E = EPAC1 agonist; F = IL2 activator; G = EPAC1 antagonist; H = Abeta yeast res
Molecule: CCOC(=O)CS(=O)(=O)c1ccc2ccccc2c1
  A: 4	B: 0%	C: -4%	D: -3%	E: -12%	F: -1.5	G: -12%	H: 42%

Molecule: Cn1c(=O)n(C)c2cc(NC(=O)c3ccc(F)cc3)ccc21
  A: 7	B: -7%	C: -4%	D: -1%	E: -4%	F: -1.0	G: -16%	H: -3%

Molecule: CC(C)NC(=O)c1ccc2c(c1)S(=O)(=O)c1ccccc1C2=O
  A: -7	B: 0%	C: -6%	D: 6%	E: 0%	F: 0.1	G: -5%	H: 5%

Molecule: COc1ccc(-c2csc(NC(=O)Cc3ccccc3F)n2)cc1OC
  A: 2	B: -11%	C: -1%	D: 48%	E: -4%	F: -0.3	G: 4%	H: 9%

Molecule: CC1(C)Cc2c(sc3ncn(N)c(=N)c23)CO1
  A: -9	B: 2%	C: -7%	D: /	E: -1%	F: -1.4	G: -16%	H: 10%

Molecule: COCCN(C(=O)c1csnn1)C(C(=O)NC1CCCC1)c1ccccc1 (stereo unspecified)
  A: 5	B: 0%	C: -5%	D: 1%	E: 1%	F: 0.6	G: -13%	H: -1%

Molecule: O=C(OCC(=O)N1CCN(c2ccccc2)CC1)c1ccc(O)cc1O
  A: -2	B: -1%	C: 4%	D: 18%	E: -19%	F: -0.6	G: -10%	H: 3%

Molecule: CCN(CC)S(=O)(=O)c1cccc(C(=O)NCC2CCCCC2)c1
  A: 2	B: 8%	C: 24µM*	D: 0%	E: 2%	F: -2.9	G: -20%	H: -15%

Molecule: Cc1ncc(CN2CCN(C(C)C)C(CCO)C2)s1 (stereo unspecified)
  A: 4	B: -7%	C: -3%	D: 1%	E: 5%	F: 1.9	G: -3%	H: -1%

Molecule: CC1=NNC(=O)C1CC(=O)N/N=C/C=C/c1ccccc1 (stereo unspecified)
  A: -7	B: 3%	C: -3%	D: 14%	E: -4%	F: 1.0	G: 1%	H: -1%

Molecule: O=C(CCS(=O)(=O)c1cccs1)Nc1ccc(C(=O)NC2CCN(Cc3ccccc3)CC2)cc1
  A: 0	B: 4%	C: -5%	D: 5%	E: 7%	F: -0.3	G: -5%	H: /

Molecule: O=C(NNc1nc2c(F)cccc2s1)C1COc2ccccc2O1 (stereo unspecified)
  A: 2	B: -2%	C: -1%	D: -1%	E: -1%	F: 0.3	G: 6%	H: 15%

Molecule: CN(c1cccc(NS(=O)(=O)c2ccccc2)c1)S(C)(=O)=O
  A: -3	B: 3%	C: 4%	D: -6%	E: -3%	F: 0.2	G: 1%	H: 0%

Molecule: CC(C)Oc1ccc(S(=O)(=O)N2CCOCC2)cc1NC(=O)C1CSC2(C)CCC(=O)N12 (stereo unspecified)
  A: -3	B: -3%	C: 1%	D: 9%	E: -8%	F: -3.0	G: 2%	H: 5%

Molecule: Cc1ccc(Cl)c2sc(N3CCN(C(=O)c4ccco4)CC3)nc12
  A: 13	B: -9%	C: -6%	D: 28%	E: 100µM*	F: 2.0	G: -8%	H: 14%

Molecule: C[C@H](CO)N1C[C@H](C)[C@@H](CN(C)Cc2ccc(C(=O)O)cc2)Oc2c(NC(=O)C3CC3)cccc2C1=O
  A: 3	B: -3%	C: -5%	D: -2%	E: 1%	F: 0.1	G: -3%	H: 0%

Molecule: CCSc1nccc(-c2nn(-c3ccc(C)cc3)ccc2=O)n1
  A: -3	B: -4%	C: -9%	D: 27%	E: -5%	F: 0.4	G: 9%	H: 10%

Molecule: CC(C)OC(=O)/C(=C/c1cccnc1)NC(=O)c1ccccc1
  A: 4	B: 10%	C: -15%	D: 21%	E: -2%	F: -3.6	G: -16%	H: -3%

Molecule: COc1cccc(Nc2nc(C)cc(C)c2C#N)c1
  A: -8	B: 8%	C: -6%	D: -7%	E: -8%	F: -0.8	G: 8%	H: 0%

Molecule: FC(F)c1nc2nc(Cl)c(Cl)nc2[nH]1
  A: -17	B: -5%	C: -3%	D: -3%	E: -3%	F: -1.4	G: 11%	H: 9%

Molecule: Cc1ccc(NC(=O)/C(C#N)=C/c2ccccc2C(F)(F)F)cc1
  A: -1	B: -14%	C: -17%	D: -4%	E: 10%	F: 0.1	G: -20%	H: 4%

Molecule: COC(=O)c1ccccc1-n1c(C)nc(=O)c(-c2ccccc2)c1C
  A: -1	B: 4%	C: -5%	D: -18%	E: 11%	F: 0.3	G: -9%	H: -3%

Molecule: Cc1ccc(C(=O)N(CCN2CCCCC2)CC2CCCN(C3CCCC3)C2)s1 (stereo unspecified)
  A: 8	B: ?	C: -2%	D: /	E: -4%	F: -4.0	G: 10%	H: 5%

Molecule: NC(=O)C1CCCN(C(=O)NC2CCCCC2)C1 (stereo unspecified)
  A: -7	B: 5%	C: -1%	D: -22%	E: 10%	F: -0.8	G: 6%	H: -4%

Molecule: O=C1C(=O)c2ccccc2C(O)=C1CCCCl
  A: 0	B: 13%	C: -2%	D: -17%	E: 0%	F: -3.3	G: -13%	H: -86%[inhibitor]

# The list goes on (four carried over from the part before).
# Key to letters – A = PI5P4Ka inh; B = WRN inhibitor; C = PLK1 PBD block; D = FUS suppressor; E = EPAC1 agonist; F = IL2 activator; G = EPAC1 antagonist; H = Abeta yeast res
Molecule: COC(=O)c1ccccc1-n1c(C)nc(=O)c(-c2ccccc2)c1C
  A: -1	B: 4%	C: -5%	D: -18%	E: 11%	F: 0.3	G: -9%	H: -3%

Molecule: Cc1ccc(C(=O)N(CCN2CCCCC2)CC2CCCN(C3CCCC3)C2)s1 (stereo unspecified)
  A: 8	B: ?	C: -2%	D: /	E: -4%	F: -4.0	G: 10%	H: 5%

Molecule: NC(=O)C1CCCN(C(=O)NC2CCCCC2)C1 (stereo unspecified)
  A: -7	B: 5%	C: -1%	D: -22%	E: 10%	F: -0.8	G: 6%	H: -4%

Molecule: O=C1C(=O)c2ccccc2C(O)=C1CCCCl
  A: 0	B: 13%	C: -2%	D: -17%	E: 0%	F: -3.3	G: -13%	H: -86%[inhibitor]

Molecule: CC1(C)C=C(c2ccc(C=O)s2)CC(C)(C)N1C=O
  A: 3	B: -20%	C: -12%	D: 7%	E: 13%	F: 0.3	G: 2%	H: -19%

Molecule: COc1ccc(Cc2nnc(SCC(=O)N3CCc4ccccc4C3)o2)cc1
  A: /	B: -11%[57.1 µM]	C: -21%	D: 23%	E: 11%	F: 0.2	G: -10%	H: -11%

Molecule: CCOC(=O)Cn1nnc(-c2ccc(SC)cc2)n1
  A: 1	B: 3%	C: -1%	D: 5%	E: 4%	F: -2.3	G: 3%	H: 5%

Molecule: CCOc1ccc2nc(N3CCC(C(=O)N4CCN(C5CCCCC5)CC4)CC3)sc2c1
  A: -8	B: 4%	C: 1%	D: -5%	E: -6%	F: -2.8	G: -9%	H: -13%

Molecule: O=C(NN=C1CCC(c2ccccc2)CC1)c1ccccc1-n1cccc1 (stereo unspecified)
  A: -10	B: 1%	C: 4%	D: 6%	E: -2%	F: -1.1	G: -4%	H: 7%

Molecule: CCOC(=O)/C=C/c1ccccc1S(=O)(=O)NC(C)(C)C
  A: 8	B: 1%	C: ?	D: 12%	E: 0%	F: 0.4	G: 9%	H: 11%

Molecule: OC(c1ccc(F)cc1)c1nc(-c2cc3ccccc3o2)cs1 (stereo unspecified)
  A: 31	B: -4%[57.1 µM]	C: 1%	D: 21%	E: 4%	F: 0.1	G: -22%	H: ?

Molecule: O=c1c2ccccc2nc(/C=C/c2ccc([N+](=O)[O-])o2)n1CCCO
  A: -10	B: -7%	C: ?	D: 24%	E: -17%	F: -2.1	G: 3%	H: -78%[inhibitor]

Molecule: Cc1c(C(=O)Nc2cccc(Cl)c2)c2ccccn2c1CCc1ccncc1
  A: 0	B: -9%	C: -17%	D: 43%	E: 7%	F: -4.6	G: -30%	H: -5%

Molecule: COc1cccc(-c2ccc(NC(=O)C3CCCN(Cc4cnn(C(C)C)c4)C3)cc2)c1 (stereo unspecified)
  A: -1	B: -1%	C: -14%	D: 21%	E: -6%	F: -5.0	G: -25%	H: -4%

Molecule: O=C(CSc1nc2ccccc2[nH]1)N/N=C/c1ccncc1
  A: -2	B: -4%	C: -2%	D: 19%	E: 6%	F: -0.2	G: -4%	H: 6%

Molecule: CNC(C)C#Cc1ccc2oc3cccc(OC)c3c(=O)c2c1 (stereo unspecified)
  A: ?	B: 18%	C: -18%	D: 5%	E: -4%	F: 0.0	G: 10%	H: -5%

Molecule: CCOC(=O)CSc1nc(-c2ccccc2)ns1
  A: ?	B: -26%	C: 3.4µM*	D: 14%	E: 1%	F: -2.7	G: ?	H: -81%[inhibitor]

Molecule: CC(C)NC(=O)c1cccc2c1-c1ccccc1C2=O
  A: 10	B: 1%[57.1 µM]	C: -1%	D: 0%	E: 10%	F: -2.4	G: 4%	H: 2%

Molecule: Cc1[nH]n(-c2ccccc2)c(=O)c1/C=C1\C=NN=C1c1ccccc1
  A: 2	B: -15%	C: -11%	D: -6%	E: 11%	F: -3.1	G: -11%	H: 20%

Molecule: O=C(Cc1ccc(NC2=NC3CS(=O)(=O)CC3S2)cc1)Nc1ccc(F)cc1 (stereo unspecified)
  A: 4	B: 1%	C: -3%	D: -21%	E: 6%	F: -2.0	G: 10%	H: 4%

Molecule: Cn1c(=O)n(C)c2cc(/C=N/NC(=S)NCc3ccccc3)ccc21
  A: -8	B: ?	C: -21%	D: 17%	E: 16%	F: 0.3	G: -12%	H: 12%

Molecule: CCOCCCNC(=O)C(c1ccc(Cl)cc1)N1CCN(C(=O)c2ccco2)CC1 (stereo unspecified)
  A: 0	B: 5%	C: -9%	D: 16%	E: 7%	F: -1.2	G: 2%	H: 3%

Molecule: CN(C)C=Nc1c(Br)cc(Br)c2nonc12
  A: -4	B: ?	C: ?	D: -15%	E: 16%	F: 27	G: -20%	H: 0%

Molecule: CN(C(=O)CSc1ccc(S(=O)(=O)N2CCCCC2)cn1)c1ccccc1
  A: -5	B: 5%	C: -6%	D: 14%	E: 1%	F: 1.2	G: 12%	H: 30%

Molecule: Cc1ccc(NC(=O)CN2C(=O)NC(C)(CC(C)C)C2=O)c(Br)c1 (stereo unspecified)
  A: -5	B: 5%	C: 4%	D: 34%	E: -14%	F: 0.3	G: -8%	H: 2%

# As entered above.
# For FUS suppressor, CC1=NNC(=O)C1CC(=O)N/N=C/C=C/c1ccccc1 (stereo unspecified) has the entry 14%
# For FUS suppressor, OC(c1ccc(F)cc1)c1nc(-c2cc3ccccc3o2)cs1 (stereo unspecified) has the entry 21%
